From PubChem
tuberculosis growth – growth inhibition of non-replicating M. tuberculosis (AID 488890); Mycobacterium tuberculosis non-replicating, growth inhibition; higher % means a stronger effect; one-dose inhibition, % at 25 µM; IC50 in µM for titrated hits; 320,000 compounds, 0.39% hits; in the data active = a potency from the dose series; inconclusive = inhibition mostly from about 82% at the one dose, without a potency; inactive = the rest, 99 in 100 with inhibition below about 76%;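 also: plate controls were DMSO cells for no effect and high antibiotic wells for full effect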
Salmonella PhoP GFP – PhoP regulon inhibitors, Salmonella typhi PhoP promoter GFP reporter, confirmatory (AID 1850); Salmonella Typhi PhoP-promoter GFP reporter, fluorescence, 4 h; higher % means a stronger effect; inhibition, % at 50 µM, or IC50 in µM where a hit was titrated; 310,000 compounds, 0.33% hits; in the data active = a potency from the dose series; inconclusive = inhibition mostly from about 25% at the one dose, without a potency; inactive = the rest, 99 in 100 with inhibition below about 19%;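 also: 0% = induced wells with vehicle and 100% = uninduced wells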
inhibitors of VEEV – inhibitors of VEEV TC-83 cytopathic effect, confirmation, Vero cells (AID 588727); Vero cells, VEEV TC-83 cytopathic effect inhibition; higher % means a stronger effect; inhibition, % at 20 µM, or IC50 in µM where a hit was titrated; 350,000 compounds, 0.13% hits; in the data active = a potency from the dose series; inconclusive = inhibition mostly from about 14% at the one dose, without a potency; inactive = the rest, 99 in 100 with inhibition below about 12%; also: strong numbers were not always called active
H1N1 NS1A inhibition – H1N1 influenza NS1A inhibitors, functional cell based assay (AID 504329) | NS1A functional cell-based assay, percent inhibition; higher % means a stronger effect | inhibition, % at 12.5 µM, or IC50 in µM where a hit was titrated | 340,000 compounds, 0.3% hits; in the data active = a potency from the dose series; inconclusive = inhibition above about 27% without an active follow-up result; also: strong numbers were not always called active
M. tuberculosis HTS – M. tuberculosis growth inhibition, HTS (AID 449762). M. tuberculosis H37Rv growth inhibition, 7H9 media; higher % means a stronger effect. inhibition, % at 25 µM; hits with a dose series show IC50 in µM. 330,000 compounds, 0.59% hits; in the data active = a potency from the dose series; inconclusive = inhibition above about 70% without an active follow-up result;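 also: bacterial growth assessed after seven days of incubation; strong numbers were not always called active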
inhibitors of VEEV 10K pilot screen – further read-out of inhibitors of VEEV, marked with its call; inhibition, %; measured here: 10K pilot screen inhibition
Starred values were filed as active, the others as inactive; i = inactive; ? = inconclusive; / = no result given.

SMILES	tuberculosis growth	Salmonella PhoP GFP	inhibitors of VEEV	H1N1 NS1A inhibition	M. tuberculosis HTS	others
CC(C)(C)NC(=O)C(=O)NNC(=O)c1ccccc1	/	0%	1.0%	3%	-5%
Cc1nc(NC(=O)CN2CCC(O)(c3ccc(F)cc3)CC2)sc1C	36%	10%	0.4%	-5%	17%
O=c1cc(-c2ccccc2Cl)oc2c([N+](=O)[O-])c(O)cc(O)c12	5µM*	-5%	i	1%	3%
Cc1cc(N2CCCC2)ccc1C=C(C#N)C#N	-9%	-33%	i	11%	1%
Cc1ccc(OCC(=O)N2CCc3ccccc3C2)c([N+](=O)[O-])n1	9%	11%	i	-9%	-6%
CCOc1ccc(-c2cnc(N)n2C)cc1	21%	-6%	4.2%	-5%	0%
CSc1ccc(Cl)c(C(=O)NCC(C)C)c1	-12%	-14%	0.6%	1%	-7%
CCOc1ccc(C2/C(=C(\O)c3ccc4c(c3)OCCO4)C(=O)C(=O)N2CCN2CCOCC2)cc1OCC (centres undefined)	3%	3%	0.6%	8%	0%
Nc1ccc(C(=O)c2ccc3c(c2)OCCO3)cc1N	11%	-7%	i	-10%	-1%
C#CCOCCOCCOCCNc1nc(N2CCN(C(=O)[C@H](Cc3ccc(O)cc3)n3cc([C@@H](N)C(C)CC)nn3)CC2)nc(N2CCN(C(=O)[C@H](Cc3cc4ccccc4[nH]3)n3cc([C@@H](N)Cc4ccc(O)cc4)nn3)CC2)n1 (some centres undefined)	?	39%	/	/	?
CCOC(=O)Cn1c(-c2cccnc2Cl)nc2cc(C)c(C)cc21	21%	2%	i	1%	5%
Cc1cc(C)n2nc(C(=O)OCC(=O)N(C)C3CCS(=O)(=O)C3)nc2n1 (centres undefined)	7%	/	0.7%	-15%	3%
COc1ccc(C2CC(c3ccc4ccccc4c3)=NN2C(=O)CSc2ncccn2)cc1 (centres undefined)	-17%	3%	i	-8%	9%
Cc1cc(NC(=O)CC(F)(F)F)n(-c2ccccc2)n1	-2%	-8%	0.2%	-4%	0%
CC(C)OC(=O)CSc1nnc(-c2cccnc2)n1Cc1ccccc1	1%	-11%	3.6%	-3%	5%
COc1cc(NS(=O)(=O)c2ccc(NC(=S)NC(=O)c3ccccc3)cc2)nc(OC)n1	20%	3%	0.9%	-6%	-1%
O=C(Nc1ccccc1)N1CCCN(c2ccc(C(F)(F)F)cc2[N+](=O)[O-])CC1	15%	0%	i	3%	2%
Nc1nc2n(n1)C(c1cccs1)CC(c1ccccc1)N2 (centres undefined)	5%	1%	0.7%	5%	-11%
CCC(=Nc1cc(OC)ccc1OC)c1c(O)[nH]c(=O)[nH]c1=O	-3%	-7%	2.6%	-8%	4%
Cc1nnc(SCC(=O)NNC(=O)c2ccccc2)n1N	6%	/	i	-1%	3%
CCOC(=O)N1CCC(NC(=O)c2cccc3c2C(=O)N(CCOC)C3)CC1	-29%	-4%	2.0%	7%	-8%	inhibitors of VEEV 10K pilot screen=0.3
CC1CCCCC1NC(=O)C1CCC(CNS(=O)(=O)c2ccccc2)CC1 (centres undefined)	-4%	-9%	i	-1%	-2%
CC(=O)Nc1ccc(S(=O)(=O)N2CCN(Cc3ccccn3)CC2)cc1	0%	9%	1.4%	-1%	3%
CCCCOc1ccc(CCN)cc1Cl	-2%	-8%	0.1%	-1%	4%
O=C1CCc2cccc(O)c2N1	/	/	0.1%	-1%	/
Nn1c(SCC(=O)Nc2ccc3c(c2)OCCO3)nncc1=O	-11%	-3%	4.0%	-6%	-6%
CCOC(=O)N1CCN(C(=O)c2cc3cc(Cl)ccc3[nH]2)CC1	21%	-18%	0.9%	-4%	3%
CC1(C)CC(=O)C(C(=O)c2ccccc2)C(=O)C1Cl (centres undefined)	9%	-6%	1.2%	-4%	-1%
Cc1cc(C)nc(Sc2ccc3nnnn3n2)n1	4%	1%	0.6%	13%	7%
O=C(CSc1nnc(Cc2cc(=O)[nH]c(=O)[nH]2)n1-c1ccc(Cl)cc1)NCC1CCCO1 (centres undefined)	-20%	-1%	2.1%	3%	0%
O=C(O)c1cc(N/N=C/c2ccc(N3CCOCC3)s2)ccc1Cl	1%	-3%	0.3%	11%	-6%	inhibitors of VEEV 10K pilot screen=0.0
CC(C)NC(=O)NC(=O)CN1C(=O)NC(Cc2c[nH]c3ccccc23)C1=O (centres undefined)	-3%	-10%	1.0%	-14%	3%
c1ccc(CN=C2Nc3ccccc3CS2)nc1	77%	-14%	1.6%	-18%	?
CCOC(=O)c1c(NC(=S)N2CCN(C)CC2)sc(C)c1-c1ccccc1	53%	-7%	3.6%	3%	?
COc1cccc(-n2c(=O)n(Cc3ccccc3)c(=O)c3[nH]cnc32)c1	0%	8%	0.0%	-6%	1%
CC(C)CC1(C)N=C(c2ccccc2)C(=S)N1 (centres undefined)	0%	3%	6.8%	6%	-3%
CC1CC1C(=O)Nc1nc(-c2cccs2)c(-c2cccs2)s1 (centres undefined)	-8%	7%	5.5%	-7%	-4%
Cc1ccc2c(CN3CCN(S(=O)(=O)/C=C/c4ccccc4)CC3)cc(=O)oc2c1	33%	-7%	6.0%	1%	2%
CC(=O)Nc1ccc(NC(=O)C(C)OC(=O)/C=C/c2cn(-c3ccccc3)nc2-c2cccnc2)cc1 (centres undefined)	-8%	11%	2.4%	-6%	7%
O=C(CC(NS(=O)(=O)c1ccc(Cl)cc1)c1ccco1)N1CCc2ccccc21 (centres undefined)	16%	-7%	3.3%	1%	1%
CC(=O)c1ccc(N2CCN(C(=O)C3CCCN(S(=O)(=O)c4cnc[nH]4)C3)CC2)cc1 (centres undefined)	15%	-11%	2.7%	-5%	-7%
CCOC(=O)Cc1csc(NC(=O)Cc2ccc(Cl)cc2)n1	0%	-8%	3.0%	-2%	23%
CNC(=O)c1cccc2cccc(Sc3ccccc3C(=O)O)c12	-2%	21%	i	-2%	-12%
O=C(CN1C(=O)COc2ccccc21)NCc1ccccn1	10%	-3%	3.4%	4%	-9%
CCN1C(=O)c2cccc3c(S(=O)(=O)N(C(C)=O)c4ccc(OC(C)=O)cc4)ccc1c23	28%	/	7.4%	-29%	-8%
COCCCNC(=O)c1ccc(C2SCC(=O)N2Cc2ccco2)cc1 (centres undefined)	-1%	4%	0.5%	-1%	6%
CC1CN(S(=O)(=O)c2ccc(F)cc2)C(C)N1C(=O)N1CCOCC1 (centres undefined)	-10%	-13%	i	6%	-9%
CCCc1cc(-c2ccc(O)c(OCC)c2)c(C#N)c(N)n1	23%	-4%	7.7%	-6%	-6%
CC(C)(C)c1ccc(C2CC2C(=O)N/N=C\c2cc3ccccc3nc2Cl)cc1 (centres undefined)	31%	-5%	i	-2%	6%
CCOC(=O)CN1C2=NCCCN2c2ccccc21	15%	-7%	i	10%	3%

(cont.)
SMILES	tuberculosis growth	Salmonella PhoP GFP	inhibitors of VEEV	H1N1 NS1A inhibition	M. tuberculosis HTS	others
CC1=C(C(=O)Nc2ccc(CC(=O)NCc3ccccc3C)cc2)SCCO1	2%	-7%	1.8%	-1%	-9%
COc1c(C(O)CC(C)C)ccc2c1C(=O)OCc1cc(C)cc(O)c1O2 (centres undefined)	1%	-8%	0.3%	4%	-5%
CCCOc1ccc(C(=O)NC(=S)NNC(=O)c2c(-c3ccccc3)noc2C)cc1	?	5%	>25µM*	-18%	-7%
CCOC(=O)N1CCC(NC(=O)c2cccs2)CC1	-4%	3%	8.3%	8%	-8%
NS(=O)(=O)c1ccc(N2N=C(c3ccccc3)CC2c2ccccc2)cc1 (centres undefined)	7%	-10%	11%	-29%	17%
O=C(COc1ccc(Cl)cc1Cl)N1CCNC1=O	-3%	/	2.7%	-5%	-2%
Cc1ccccc1NC(=O)Cc1nc(COC(=O)c2cccnc2Cl)cs1	31%	/	1.2%	-8%	0%
Cc1ccc(NC(=O)C(C)Sc2nc(-c3ccccc3)cc(=O)[nH]2)cc1 (centres undefined)	7%	1%	0.9%	-15%	14%
CC(C)c1ccc(NC(=O)C2C3C=CC4(O3)C2C(=O)N(CCCN2CCOCC2)C4C(=O)NC2CCCCC2)cc1 (centres undefined)	-2%	-1%	2.4%	12%	2%
CC(C)NC(=O)Cn1nc(C(F)(F)F)c2c1CCC2	5%	2%	i	4%	0%
CCCN(c1nc(C)cc(OC)n1)S(=O)(=O)c1ccccc1	23%	18%	0.3%	0%	7%
Cc1ccc2c(c1)N(CC(=O)Nc1ccccc1F)C(=O)CO2	-14%	0%	1.1%	-47%	4%
Cc1ccc(C)c(NC(=O)COC(=O)c2c(C)nn(-c3ccccc3)c2C)c1	19%	/	6.6%	-7%	3%
O=C(CCCCCCCC(=O)N1CCCC1)N1CCCC1	/	/	4.7%	-1%	/
COc1ccc(NC(=O)CSCc2ccc(C)cc2)cc1	?	-2%	0.3%	-8%	?	inhibitors of VEEV 10K pilot screen=0.2
CCOC(=O)c1ccc(S(=O)(=O)N2CCN(C)CC2)cc1	-5%	-1%	i	-9%	4%
CCOc1cc(C(=O)Nc2cc(C)ccc2C)ccc1OCC(=O)N1CCCCC1	20%	-6%	0.8%	13%	-6%
Cc1ccc(-n2c(=O)c3sccc3n(CC(=O)NC3CCCC3)c2=O)cc1	-4%	9%	0.7%	-3%	3%
CCOc1ccc(N2C(=O)CSC2=S)cc1	7%	7%	2.3%	2%	7%
COc1ccc(-c2cc(=O)c3ccccc3s2)cc1	-2%	-8%	i	4%	-2%

Sorted by heavy-atom count (ascending): part of the list above
SMILES	tuberculosis growth	Salmonella PhoP GFP	inhibitors of VEEV	H1N1 NS1A inhibition	M. tuberculosis HTS	others
CC(C)NC(=O)NC(=O)CN1C(=O)NC(Cc2c[nH]c3ccccc23)C1=O (centres undefined)	-3%	-10%	1.0%	-14%	3%
CCCOc1ccc(C(=O)NC(=S)NNC(=O)c2c(-c3ccccc3)noc2C)cc1	?	5%	>25µM*	-18%	-7%
O=C(CSc1nnc(Cc2cc(=O)[nH]c(=O)[nH]2)n1-c1ccc(Cl)cc1)NCC1CCCO1 (centres undefined)	-20%	-1%	2.1%	3%	0%

Other entries follow:
SMILES	tuberculosis growth	Salmonella PhoP GFP	inhibitors of VEEV	H1N1 NS1A inhibition	M. tuberculosis HTS	others
CCOC(=O)N1CCN(C(=O)C2CC(c3cc(OC)ccc3OC)=NO2)CC1 (centres undefined)	7%	0%	3.6%	4%	3%
Cc1cccc(C(=O)OC(C)CN2CCCC2)c1 (centres undefined)	20%	3%	1.5%	-2%	12%
CC1CN(C(=O)CCC(=O)N2CCC3(CC2)OCCO3)c2cc(Cl)ccc2O1 (centres undefined)	7%	-5%	i	6%	2%
O=C(NCC1CCCO1)c1ccccc1NS(=O)(=O)c1cccc([N+](=O)[O-])c1 (centres undefined)	2%	/	3.6%	0%	6%
COc1cccc(C2=NOC(C(=O)NC(C)(C)C)C2)c1 (centres undefined)	-6%	-1%	i	-19%	-7%
COc1cccc(C(=O)N/N=C(/c2ccccc2)c2ccccn2)c1	4µM*	1%	23%	4%	?
CCn1cc(C(=O)Nc2ccc(OC)c(S(=O)(=O)N3CCCCC3)c2)c(=O)c2ccc(C)nc21	2%	-11%	1.4%	1%	-2%
Cc1ccc(S(=O)(=O)N/N=C(\c2ccccc2)C2CC2)cc1	-3%	-4%	0.8%	-3%	-2%
O=C(O)C[C@H]1c2cc(F)ccc2S(=O)(=O)N1C1CCN(Cc2ccccc2)CC1	-12%	-8%	3.9%	-1%	-3%
C[C@]12CCC3C(CC[C@H]4C[C@@H](O)CC[C@]34C)C1C[C@@H](O)[C@H]2O (some centres undefined)	10%	/	2.6%	-4%	18%
Nc1ccc2c(c1)C(=NO)c1ccccc1-2	/	/	1.9%	12%	/
CCOC(=O)C/C(N)=N/N(C)c1ncc(C(F)(F)F)cc1Cl	5%	-10%	i	2%	-5%

Of the compounds above, two have a cyano group:
SMILES	tuberculosis growth	Salmonella PhoP GFP	inhibitors of VEEV	H1N1 NS1A inhibition	M. tuberculosis HTS	others
Cc1cc(N2CCCC2)ccc1C=C(C#N)C#N	-9%	-33%	i	11%	1%
CCCc1cc(-c2ccc(O)c(OCC)c2)c(C#N)c(N)n1	23%	-4%	7.7%	-6%	-6%

Retrieved by compound from the list above, 3 records:
SMILES	tuberculosis growth	Salmonella PhoP GFP	inhibitors of VEEV	H1N1 NS1A inhibition	M. tuberculosis HTS	others
CCOC(=O)C/C(N)=N/N(C)c1ncc(C(F)(F)F)cc1Cl	5%	-10%	i	2%	-5%
Cc1ccc2c(CN3CCN(S(=O)(=O)/C=C/c4ccccc4)CC3)cc(=O)oc2c1	33%	-7%	6.0%	1%	2%
CC(C)NC(=O)Cn1nc(C(F)(F)F)c2c1CCC2	5%	2%	i	4%	0%
